Source: PubChem BioAssay
tuberculosis growth – growth inhibition of non-replicating M. tuberculosis (AID 488890); inhibition, % at 25 µM; hits with a dose series show IC50 in µM; actives 0.39% (n = 320,000); Mycobacterium tuberculosis non-replicating, growth inhibition; higher % means a stronger effect; in the data active = a potency from the dose series; inconclusive = inhibition mostly from about 82% at the one dose, without a potency; inactive = the rest, 99 in 100 with inhibition below about 76%;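 note: plate controls were DMSO cells for no effect and high antibiotic wells for full effect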
Salmonella PhoP GFP – PhoP regulon inhibitors, Salmonella typhi PhoP promoter GFP reporter, confirmatory (AID 1850); Salmonella Typhi PhoP-promoter GFP reporter, fluorescence, 4 h; higher % means a stronger effect; inhibition, % at 50 µM, or IC50 in µM where a hit was titrated; actives 0.33% (n = 310,000); in the data active = a potency from the dose series; inconclusive = inhibition mostly from about 25% at the one dose, without a potency; inactive = the rest, 99 in 100 with inhibition below about 19%;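 note: 0% = induced wells with vehicle and 100% = uninduced wells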
H1N1 NS1A inhibition – H1N1 influenza NS1A inhibitors, functional cell based assay (AID 504329); NS1A functional cell-based assay, percent inhibition; higher % means a stronger effect; one-dose inhibition, % at 12.5 µM; IC50 in µM for titrated hits; actives 0.3% (n = 340,000); in the data active = a potency from the dose series; inconclusive = inhibition above about 27% without an active follow-up result; note: strong numbers were not always called active
inhibitors of VEEV – inhibitors of VEEV TC-83 cytopathic effect, confirmation, Vero cells (AID 588727) | Vero cells, VEEV TC-83 cytopathic effect inhibition; higher % means a stronger effect | one-dose inhibition, % at 20 µM; IC50 in µM for titrated hits | actives 0.13% (n = 350,000); in the data active = a potency from the dose series; inconclusive = inhibition mostly from about 14% at the one dose, without a potency; inactive = the rest, 99 in 100 with inhibition below about 12%; note: strong numbers were not always called active
H37Rv inhibition – M. tuberculosis growth inhibition, HTS (AID 449762); M. tuberculosis H37Rv growth inhibition, 7H9 media; higher % means a stronger effect; inhibition, % at 25 µM; hits with a dose series show IC50 in µM; actives 0.59% (n = 330,000); in the data active = a potency from the dose series; inconclusive = inhibition above about 70% without an active follow-up result;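 note: bacterial growth assessed after seven days of incubation; strong numbers were not always called active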
inhibitors of VEEV 10K pilot screen – second read-out of inhibitors of VEEV, no call of its own (marks repeat the call); inhibition, %; measured here: 10K pilot screen inhibition
Starred values were filed as active, the others as inactive; i = inactive; ? = inconclusive; nt = no result given.

SMILES	tuberculosis growth	Salmonella PhoP GFP	H1N1 NS1A inhibition	inhibitors of VEEV	H37Rv inhibition	others
CN1CCN(S(=O)(=O)c2cccc(C#N)c2)C(c2ccccc2)C1 (stereo not given)	nt	nt	-2%	0.4%	nt
O=c1cc(N2CCOCC2)[nH]c(=O)n1-c1ccc(Br)cc1	nt	-1%	23%	0.3%	-2%
COc1cc(C2OCC3C(c4cc(OC)c(OC)c(OC)c4)OCC23)cc(OC)c1OC (stereo not given)	-15%	14%	-2%	5.8%	-4%
O=C(O)CCC(=O)N1CCC(C(=O)c2cccc(Cl)c2)CC1	-9%	-4%	5%	1.4%	0%
NC(=O)c1ccc(NC(=O)COC(=O)CCCN2C(=O)c3cccc4cccc(c34)C2=O)cc1	-6%	-8%	4%	0.3%	3%
O=C(Nc1ccccc1)c1ccccc1CC[N+](=O)[O-]	-9%	5%	4%	0.5%	-5%
Cc1ccc(S(=O)(=O)c2nc(Nc3ccccc3C#N)sc2Cl)cc1	-1%	6%	-10%	0.9%	-3%
COc1ccc(CN2C(=O)CCC2(C)C(=O)NC2CCCC2)c(OC)c1 (stereo not given)	nt	-9%	25%	3.2%	-5%
Cc1ccc(-c2nnn(CC(=O)N(c3ccccc3)C(C(=O)NCC3CCCO3)c3ccc(Cl)cc3)n2)cc1 (stereo not given)	4%	-1%	-8%	6.1%	-5%
O=C(Nc1ccccc1Cl)C1C2CCC3C(CCC21)C3(Cl)Cl (stereo not given)	-5%	3%	26%	0.8%	-2%
CCOc1cc(N2CCOCC2)c(OCC)cc1NC(=O)COC(=O)COc1cc(C)cc(C)c1	27%	1%	-1%	3.5%	17%
Cc1cccc(C(O)C(O)c2cccc(C)n2)n1 (stereo not given)	nt	nt	-18%	i	nt
O=C1CC[C@@H](OCc2ccccc2)CCN1CC[C@H](Sc1ccccc1)c1ccccc1	21%	-25%	-5%	i	-2%
CC(=O)OCc1cc2cccc(C)c2[nH]c1=O	-12%	5%	7%	2.9%	0%
COc1ccc(Cl)cc1NC(=O)CS(=O)(=O)c1cccc2nsnc12	5%	8%	3%	0.9%	10%	inhibitors of VEEV 10K pilot screen=0.9
O=C(C(Cc1ccccc1)NS(=O)(=O)c1cccc2nsnc12)N1CCC2(CC1)OCCO2 (stereo not given)	-1%	4%	4%	2.9%	8%
CCOC(=O)C1CCCN(C(=O)/C=C/c2ccccc2[N+](=O)[O-])C1 (stereo not given)	0%	0%	-10%	0.2%	-7%
COc1ccc(C(CNC(=O)c2ccc(S(=O)(=O)N3CC(C)CC(C)C3)cc2)N(C)C)cc1 (stereo not given)	26%	nt	6%	i	-5%
Cc1cccc(CNS(=O)(=O)c2ccc(-c3cnc(C4CC4)o3)cc2)c1	20%	-11%	-3%	i	0%
COc1ccc([C@@]2(O)c3c(ccc(CC=C(C)C)c3O)NC(=O)[C@@H]2OC)cc1	84%	-3%	3%	4.0%	-2%
Cc1ccc(S(=O)(=O)NCC(=O)OCc2cc(=O)oc3cc(C)ccc23)cc1	-16%	nt	-4%	i	-2%
Cc1ccc(C(=O)Nc2cccc3cccnc23)cc1C	73%	-1%	0%	0.6%	36%
CC(=O)Nc1ccc(C(=O)Nc2nnc(CCc3ccccc3)s2)cc1	-5%	-7%	0%	2.0%	4%
O=C1OCCN1C(=O)[C@H]1[C@H](c2ccc([N+](=O)[O-])cc2)C(c2cccc(Cl)c2)=NN1c1ccccc1	22%	-1%	3%	0.2%	13%

Structural class: those above with a cyano group.
SMILES	tuberculosis growth	Salmonella PhoP GFP	H1N1 NS1A inhibition	inhibitors of VEEV	H37Rv inhibition	others
CN1CCN(S(=O)(=O)c2cccc(C#N)c2)C(c2ccccc2)C1 (stereo not given)	nt	nt	-2%	0.4%	nt
Cc1ccc(S(=O)(=O)c2nc(Nc3ccccc3C#N)sc2Cl)cc1	-1%	6%	-10%	0.9%	-3%

Next part
SMILES	tuberculosis growth	Salmonella PhoP GFP	H1N1 NS1A inhibition	inhibitors of VEEV	H37Rv inhibition	others
Cc1ccc(O)c(NC(=S)NC(=O)/C=C/c2ccco2)c1	?	-20%	2%	0.5%	11%
O=C(Nc1ccccn1)c1cccc(S(=O)(=O)N2CCCC2)c1	-4%	0%	-3%	4.0%	-3%
CCCCC1(CC)SCC(=O)NC1=O (stereo not given)	nt	nt	-20%	0.0%	nt
CN1CCN(c2nc(-c3ccccc3O)nc3ccccc23)CC1	77%	2%	7%	5.8%	57%
C[C@@H]1O[C@@H](OC[C@H]2O[C@@H](Oc3c(-c4ccc(O)c(O)c4)oc4cc(O)cc(O)c4c3=O)[C@H](O)[C@@H](O)[C@@H]2O)[C@H](O)[C@H](O)[C@H]1O	-1%	19%	-4%	2.4%	4%
CNC(=S)N1N=C2c3ccccc3CCC2C1c1ccccc1Cl (stereo not given)	0%	9%	-17%	0.3%	-1%
CN1CCC(N(C)c2ncnc3ccc(Br)cc23)CC1	nt	nt	-1%	1.6%	nt
O=C(O)/C=C/C(=O)Nc1ccc(-c2ccccc2)cc1	77%	-6%	-6%	i	34µM*
Cn1c(C(O)c2ccc(Cl)cc2)nc(Cl)c1Cl (stereo not given)	6%	4%	8%	2.8%	-7%
CC1CCCCC1NC(=O)C1CCC(CNc2c(N3CCCCC3)c(=O)c2=O)CC1 (stereo not given)	-21%	0%	18%	i	-9%
C/C(N)=C(/C#N)C(=O)COC(=O)CCS(=O)(=O)c1ccccc1	-6%	8%	2%	1.5%	-6%
CCOC(=O)c1[nH]c(C)c(C(=O)NCCC2=CCCCC2)c1C	7%	-1%	-10%	3.1%	3%
C=CCn1c(SCc2cccnc2)nnc1-c1ccncc1	-9%	0%	-5%	0.7%	-2%
O=C(NCCc1ccccc1Cl)c1cc(COc2ccc(F)cc2F)on1	11%	1%	2%	1.5%	21%
O=C(CSc1ncccn1)Nn1cnnc1	-11%	-11%	-2%	i	-6%
N=c1oc2ccccc2cc1C(=O)Nc1ccccc1	i	-10%	21%	i	-6%
COC(=O)c1cc(C(=O)NC(C)(C)CC(C)(C)C)cc([N+](=O)[O-])c1	9%	-11%	-6%	7.6%	-3%
O=C1CCCN1c1ccc(S(=O)(=O)N2CCN(c3ccccc3)CC2)cc1	-9%	-2%	1%	1.0%	2%
CC(=O)c1sc(NC(=O)COc2ccc(Br)cc2)nc1C	30%	-7%	-9%	0.2%	4%
Cc1cc(NC(=O)CN2C(=O)NC3(CCCCC3C)C2=O)no1 (stereo not given)	0%	-4%	-7%	1.9%	-2%
COCC(C)n1c(C)cc(C(=O)COC(=O)c2c(NC(C)=O)sc(C)c2C)c1C (stereo not given)	-3%	14%	8%	8.2%	-3%
CN[C@H](C(=O)NC[C@H]1O[C@@H](n2cnc3c(N)ncnc32)[C@H](O)[C@@H]1O)[C@@H](C)OCc1ccccc1	nt	nt	4%	0.9%	nt
COc1ccc(N(CC(=O)NCc2ccccc2)S(=O)(=O)c2c(C)n[nH]c2C)cc1	11%	3%	1%	0.5%	7%
COc1ccccc1OCCCCNCCO	10%	-5%	1%	i	6%
Cc1cccc(CN2CCN(C(=O)CCl)CC2)c1	?	-8%	-8%	?	?
Cc1ccc(C(=O)Nc2ccccc2C(=O)NC(C(=O)O)C(C)C)cc1 (stereo not given)	11%	2%	-1%	0.4%	7%
COC(=O)CNC(=O)CN1C(=O)NC2(CCCc3ccccc32)C1=O (stereo not given)	-6%	-11%	-6%	1.5%	-1%
CC(=O)Nc1ccc(N(CC(=O)NC2CCCC2)C(=O)CCC(=O)Nc2cc(C)on2)cc1	-6%	3%	6%	3.3%	6%
Cc1csc(N/N=C/c2ccccn2)n1	63%	-1%	7%	8.0%	4%
CCNC(=S)NNC(=O)C1CCCCC1	-12%	-8%	-20%	0.9%	-4%
Cc1cc(C)n(CC(=O)N/N=C/c2cc([N+](=O)[O-])ccc2O)n1	23%	28%	11µM*	i	16%
CCNC(=O)CC1C(=O)N(c2ccccc2)C(=O)N1CCc1ccc(OC)cc1 (stereo not given)	nt	1%	-10%	0.6%	nt
Cc1ccc(Cn2ncc3c(NN)ncnc32)cc1	-14%	-9%	1%	2.9%	10%
Cc1ccc(N2CC(C(=O)OCC(=O)c3ccc(C)c([N+](=O)[O-])c3)CC2=O)cc1 (stereo not given)	-3%	8%	-9%	1.1%	-3%
Cc1nc(NC(=O)C2CC2)sc1C(=O)N(C)C	-1%	-18%	7%	1.9%	-4%
COCc1cc(C2SCC(=O)Nc3c2c(=O)[nH]n3C(C)C)ccc1OC (stereo not given)	-3%	-7%	1%	1.4%	-7%
CC1(NC(=O)Nc2ccccc2)CCS(=O)(=O)C1 (stereo not given)	-18%	11%	nt	i	-10%
C=C1c2ccccc2O[C@H](C(=O)OCC)[C@H]1OC	nt	nt	-6%	1.3%	nt
O=C(NCCCN1CCN(c2ccc(F)cc2)CC1)c1cccc(N2CCCC2=O)c1	-6%	13%	1%	i	-1%
FC(F)(F)c1cccc(Sc2nc(-c3ccccc3)nnc2C(F)(F)F)c1	74%	15%	1%	?	?
Cc1cc(C(=O)CSc2nnc(N)s2)c(C)n1Cc1ccco1	11%	6%	7%	2.8%	3%
CC(NC(=O)CN1C(=O)NC(Cc2ccccc2)(Cc2ccccc2)C1=O)C12CC3CC(CC(C3)C1)C2 (stereo not given)	69%	-7%	14%	i	-6%
CC1=C/C(=N\OS(=O)(=O)c2ccccc2)C(C(C)C)=CC1=O	?	-8%	13%	6.7%	?
CC(O)[C@H](NC(=O)C1CCN(C(=O)[C@H](Cc2ccccc2)NC(=O)OC(C)(C)C)CC1)C(=O)O (stereo not given in full)	-12%	-8%	19%	0.7%	4%
COC(=O)CSc1nnc(-c2ccc(S(=O)(=O)N3CCCC3)cc2)o1	?	-1%	-12%	0.6%	?
Cc1noc(/C=C/c2ccccc2F)c1S(=O)(=O)N1CCC(C(=O)N2CCN(C)CC2)CC1	7%	-5%	-16%	1.0%	1%
O=C(O)CCS(=O)(=O)Cc1ccccc1F	2%	0%	-4%	0.9%	4%
O=c1c([N+](=O)[O-])c(O)c2ccccc2n1Cc1ccccc1	20%	0%	17%	0.2%	1%

Arranged by SMILES length (low to high): seven of the compounds above.
SMILES	tuberculosis growth	Salmonella PhoP GFP	H1N1 NS1A inhibition	inhibitors of VEEV	H37Rv inhibition	others
O=C(O)CCS(=O)(=O)Cc1ccccc1F	2%	0%	-4%	0.9%	4%
Cc1cc(C(=O)CSc2nnc(N)s2)c(C)n1Cc1ccco1	11%	6%	7%	2.8%	3%
O=c1c([N+](=O)[O-])c(O)c2ccccc2n1Cc1ccccc1	20%	0%	17%	0.2%	1%
CC1=C/C(=N\OS(=O)(=O)c2ccccc2)C(C(C)C)=CC1=O	?	-8%	13%	6.7%	?
COC(=O)CSc1nnc(-c2ccc(S(=O)(=O)N3CCCC3)cc2)o1	?	-1%	-12%	0.6%	?
O=C(NCCCN1CCN(c2ccc(F)cc2)CC1)c1cccc(N2CCCC2=O)c1	-6%	13%	1%	i	-1%
Cc1noc(/C=C/c2ccccc2F)c1S(=O)(=O)N1CCC(C(=O)N2CCN(C)CC2)CC1	7%	-5%	-16%	1.0%	1%

Additional entries follow:
SMILES	tuberculosis growth	Salmonella PhoP GFP	H1N1 NS1A inhibition	inhibitors of VEEV	H37Rv inhibition	others
CCCc1cc(=O)[nH]c(SCC(=O)Nc2nonc2N)n1	4%	-25%	-9%	0.1%	4%
Cc1c(NC(=O)c2ccccc2)cccc1[N+](=O)[O-]	-14%	-4%	-2%	0.8%	5%
CN(C)c1ccc(NC(=O)/C=C/c2c(Cl)cccc2Cl)cc1	-5%	-11%	2%	1.8%	-4%
CN1C(=O)CSc2ccc(NC(=O)N3CCc4ccccc43)cc21	-1%	-1%	1%	7.0%	-2%
CN(c1cccc(Cl)c1)S(=O)(=O)c1cccc(C(=O)NN2CCOCC2)c1	7%	nt	-12%	i	-6%
CC(=O)C1=C(O)C(=O)N(c2cccc(Br)c2)C1c1ccc(Br)cc1 (stereo not given)	40%	-5%	-10%	i	1%
COC(=O)C1=C(c2cccc(NC(C)=O)c2)C[C@@H]2CC[C@H]1N2C	5%	nt	-26%	0.1%	-1%
Cc1ccc(Cl)cc1NC(=O)c1cnn2c1NC(c1ccco1)CC2C(F)(F)F (stereo not given)	13%	-3%	3%	i	8%
Cc1cccc(N2C(=O)CCC2=O)n1	4%	12%	7%	0.2%	-2%
CC(=O)Nc1ccc(OCC(O)Cn2ccnc2)cc1 (stereo not given)	25%	-8%	-3%	0.8%	2%
Cc1ccccc1NC(=O)CSCC(=O)Nc1ccccc1C	11%	-2%	1%	4.0%	3%
Cc1cccc(-c2ncc(CN3CCCC(CO)(Cc4cccc(Cl)c4)C3)cn2)c1 (stereo not given)	15%	-12%	-21%	3.7%	19%
